EP2 antag: EP2 receptor (human) inhibition | P43116 | C6 glioma cells expressing human EP2, cAMP TR-FRET; cells stimulated with saturating PGE2 | inhibition, % at 25 µM | 0.52% of 260,000 active;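 active means percent inhibition above 40 after rounding to a whole number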;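 further: rat C6 glioma host cells with rolipram phosphodiesterase inhibitor present; the protocol text gives 20 µM as final concentration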
Target sequence (P43116 whole entry, looked up): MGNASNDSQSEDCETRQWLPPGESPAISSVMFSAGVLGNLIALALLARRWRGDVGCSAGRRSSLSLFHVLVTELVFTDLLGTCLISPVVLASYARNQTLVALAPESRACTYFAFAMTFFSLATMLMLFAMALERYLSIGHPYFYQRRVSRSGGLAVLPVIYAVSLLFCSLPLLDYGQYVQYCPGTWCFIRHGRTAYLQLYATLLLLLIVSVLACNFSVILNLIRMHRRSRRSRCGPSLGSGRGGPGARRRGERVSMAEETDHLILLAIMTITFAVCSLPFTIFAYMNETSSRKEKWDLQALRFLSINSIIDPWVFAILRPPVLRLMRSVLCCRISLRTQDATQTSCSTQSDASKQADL
EP2 mod: EP2 receptor (human) modulation; P43116; EP2-expressing cells, cAMP HTRF FRET, PGE2 co-stimulation; induction, % at 25 µM; 0.83% of 260,000 active; AID 940;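 active means compounds whose cAMP rise, as percent of the full-agonist control response, exceeds 60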;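 further: rat C6 glioma line stably carrying human EP2 under a CMV promoter; the protocol text gives 20 µM as final concentration; 100% = response of wells given 1 µM PGE2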
An asterisk follows results filed as active. This is a subset, so the mix of outcomes need not match the whole.

What do the screens show for `Cc1[nH]c(=O)[nH]c(=O)c1NC(=O)CC12CC3CC(CC(C3)C1)C2`?
EP2 antag: 11; EP2 mod: 32

Results for O=C(Cc1ccccc1Cl)NCCN1CCC(O)(c2ccc(F)cc2)CC1 ?
EP2 antag: 6; EP2 mod: -21

What do the screens show for `O=C(O)CN(CC(=O)O)c1ccccc1`?
EP2 antag: 8; EP2 mod: 21

How did OC1(c2ccccc2F)CCN(Cc2ccccc2OCc2ccccn2)CC1 do in these assays?
EP2 antag: 5; EP2 mod: -25

What do the screens show for `CCCN1C2CCCC1CC(NC(=S)NC1CCCCC1)C2` (stereo unspecified)?
EP2 antag: 10; EP2 mod: -38

Results for COc1ccc(Cl)cc1NC(=O)c1cc(-c2ccccc2)on1 ?
EP2 antag: 7; EP2 mod: -1

How did CN(C)CCCNC(=S)N(Cc1cc2cc3c(cc2[nH]c1=O)OCO3)C1CCCC1 do in these assays?
EP2 antag: 13; EP2 mod: -104

How did CCn1c(SCC(=O)Nc2nc3c(s2)CCCC3)nnc1C(C)C do in these assays?
EP2 antag: 9; EP2 mod: -5

Results for Cc1ccc(C)c(N(CC(=O)NC(C)(C)C)C(=O)CCC(=O)Nc2ccccn2)c1 ?
EP2 antag: 14; EP2 mod: 11

How did Cc1cc2cccc(C)c2nc1SCC(=O)OC(C)C do in these assays?
EP2 antag: 4; EP2 mod: 50

How did CCN1CCCC1CN(Cc1ccccn1)Cc1c(C)nn(C(C)C)c1C (stereo unspecified) do in these assays?
EP2 antag: 11; EP2 mod: 6

What do the screens show for `O=C(NC1CCCCC1)C(c1ccco1)N(C(=O)Cc1cccs1)c1ccc(F)cc1` (stereo unspecified)?
EP2 antag: 10; EP2 mod: 66*

Results for Cc1ccc2[nH]c(=O)c(C(c3nnnn3Cc3ccc(F)cc3)N3CCC(O)CC3)cc2c1 (stereo unspecified) ?
EP2 antag: 10; EP2 mod: -32

Results for COc1ccc(-c2c(C#N)c(N)nc3c2CCCC3)c(OC)c1 ?
EP2 antag: 7; EP2 mod: 38

How did COc1ccc(C2Oc3ccc(C)cc3C3=C2C(c2ccccc2)n2ncnc2N3)cc1OC (stereo unspecified) do in these assays?
EP2 antag: 13; EP2 mod: 15

Results for COc1ccc(S(=O)(=O)N2CCC(C(=O)NC(C)(C)C)CC2)cc1C ?
EP2 antag: 11; EP2 mod: 8

How did Nc1cc(-c2ccco2)nn(CC(=O)Nc2ccc(F)c(F)c2)c1=O do in these assays?
EP2 antag: 5; EP2 mod: -16

Results for COc1cc(NC(=O)c2cc3cccc(OC)c3oc2=O)ccc1S(=O)(=O)N1CCOCC1 ?
EP2 antag: 10; EP2 mod: 7

What do the screens show for `CC(O)c1ccc(NC(=O)c2cc3n(n2)C(C(F)(F)F)CC(c2ccco2)N3)cc1` (stereo unspecified)?
EP2 antag: 10; EP2 mod: -53

What do the screens show for `C[C@]12C=CC(=O)C=C1CCC1C2C(=O)C[C@@]2(C)C1CC[C@]2(O)C(=O)CO` (stereo partly specified)?
EP2 antag: 6; EP2 mod: 25

Results for COc1ccc(Cl)cc1S(=O)(=O)N1CCC(C(=O)NCC(C)(C)CN(C)C)CC1 ?
EP2 antag: 12; EP2 mod: 24

What do the screens show for `O=C(O)[C@H]1CCCN1Cc1c[nH]c2ccccc12`?
EP2 antag: 16; EP2 mod: 2

Results for COCC(=O)NCC1CCN(c2ccc(S(=O)(=O)N3CCOCC3)cc2)CC1 ?
EP2 antag: 3; EP2 mod: -4

Results for CCOc1ccc(NC(=O)COC(=O)C2CC(=O)N(c3ccc(Cl)cc3)C2)cc1 (stereo unspecified) ?
EP2 antag: 10; EP2 mod: -56

Results for CC(C)C(=O)Nc1ccc(N2CCN(C(=O)c3ccccc3)CC2)cc1 ?
EP2 antag: 9; EP2 mod: -11

What do the screens show for `O=C(Nc1nn[nH]n1)c1ccccc1F`?
EP2 antag: 14; EP2 mod: -14

How did Cc1cc(C)c(OCC(=O)NCc2cccnc2)c(Cl)c1 do in these assays?
EP2 antag: 10; EP2 mod: -37

Results for CCC(=O)N(CCCOC)c1nc(-c2cc(OC)ccc2OC)cs1 ?
EP2 antag: 2; EP2 mod: 38

How did COc1ccc(C2(C(=O)NCc3nc(-c4ccncc4)n[nH]3)CC2)cc1 do in these assays?
EP2 antag: 9; EP2 mod: 12

How did O=[N+]([O-])c1cnc2n1CC(CSc1nc(-c3ccccc3)cc(C(F)(F)F)n1)O2 (stereo unspecified) do in these assays?
EP2 antag: 9; EP2 mod: -23

Results for COCCNC(=S)N(CCN(C)C)Cc1cc2cc(C)ccc2[nH]c1=O ?
EP2 antag: 4; EP2 mod: -30

How did CCCC(C)NC(=O)C1CCCN(S(=O)(=O)c2ccc(Cl)cc2)C1 (stereo unspecified) do in these assays?
EP2 antag: 11; EP2 mod: 1

How did CCCc1cc(C(=O)N[C@@H](Cn2nc(-c3cccs3)ccc2=O)C(C)C)no1 do in these assays?
EP2 antag: 5; EP2 mod: -6

Results for CN(C)C(=O)NC1CCS(=O)(=O)C1 (stereo unspecified) ?
EP2 antag: 15; EP2 mod: -3

What do the screens show for `CC(C)=CCC[C@](C)(O)C1CC=C(C)CC1` (stereo partly specified)?
EP2 antag: 12; EP2 mod: 36

Results for COc1cccc(-n2c(SCC(=O)Nc3ccccc3)nnc2-c2ccoc2C)c1 ?
EP2 antag: 7; EP2 mod: 27

Results for COc1ccc(C(=O)NC2CCN(C(=S)NC3CCCCC3)CC2)cc1 ?
EP2 antag: 4; EP2 mod: -24

What do the screens show for `O=C(Cn1nc(C(F)(F)F)c2c1CCCC2)N1CCCCCC1`?
EP2 antag: 7; EP2 mod: -36

How did COc1ccc(-c2coc3c(OC)c(OC)cc(OC)c3c2=O)cc1 do in these assays?
EP2 antag: 10; EP2 mod: 9

What do the screens show for `Cc1ccccc1NC(=O)CSc1nnc2c3ccccc3n(C)c2n1`?
EP2 antag: 5; EP2 mod: -33

How did COc1ccc(C(=O)Nc2nnc(Cc3ccccc3)s2)c(OC)c1 do in these assays?
EP2 antag: 7; EP2 mod: -10

What do the screens show for `CCC(C)NC(=O)C1CCN(Cc2ccc(Cl)cc2)CC1` (stereo unspecified)?
EP2 antag: 5; EP2 mod: -37

Results for CCOc1ccc2[nH]c(=O)c(CN(Cc3ccco3)S(=O)(=O)c3c(C)cc(C)cc3C)cc2c1 ?
EP2 antag: 13; EP2 mod: -12

Results for Cc1ccc(-c2c(C)nn3c(NCCO)cc(C)nc23)cc1 ?
EP2 antag: 5; EP2 mod: -16

What do the screens show for `CC(C)(C)C1=NN(CC(=O)NCCc2ccco2)C(=O)c2cc3sccc3n2C1`?
EP2 antag: 14; EP2 mod: 2

How did CCOc1ccc(-n2c(SCC(N)=O)nc3ccccc3c2=O)cc1 do in these assays?
EP2 antag: 5; EP2 mod: -8

What do the screens show for `O=C(N1CCC(n2nc(C3CC3)ccc2=O)CC1)C1(c2ccccc2)CC1`?
EP2 antag: 6; EP2 mod: -12

How did CC(C)c1ccc(C2C3=C(CC(C)(C)CC3=O)Nc3ncnn32)cc1 (stereo unspecified) do in these assays?
EP2 antag: 9; EP2 mod: -21

What do the screens show for `CCc1[nH]n2c(=O)cc(C)nc2c1-c1ccc(F)cc1`?
EP2 antag: 11; EP2 mod: -32

Results for CCOc1ccc(C(=O)Nc2nnc(CCc3ccccc3)s2)cc1OCC ?
EP2 antag: 5; EP2 mod: 5

Results for COc1ccc(CCNC(=O)C2CCN(c3ncccn3)CC2)cc1OC ?
EP2 antag: 8; EP2 mod: -3

What do the screens show for `Cc1ccc(NC(=O)CN2CCC(c3nc4ccc(Cl)cc4[nH]3)CC2)cc1`?
EP2 antag: 8; EP2 mod: -80

How did CN(c1ccc(C(=O)N2CCCC2)cc1)S(C)(=O)=O do in these assays?
EP2 antag: 13; EP2 mod: -2

Results for C=CCn1c(SCC(C)=O)nc2c1c(=O)n(C)c(=O)n2C ?
EP2 antag: 9; EP2 mod: -32

How did COc1ccccc1OCc1nnc(SCC(=O)N2CCCc3ccccc32)o1 do in these assays?
EP2 antag: 13; EP2 mod: -46

How did S=C1NCC(CI)[N+]12CCOCC2 (stereo unspecified) do in these assays?
EP2 antag: 16; EP2 mod: -2

What do the screens show for `COC(=O)Cn1cc(C2C(C#N)=C(N)Oc3n[nH]c(C)c32)c2ccccc21` (stereo unspecified)?
EP2 antag: 9; EP2 mod: -5

Results for Cc1csc(C23CC4CC(CC(C4)C2)C3)n1 ?
EP2 antag: 9; EP2 mod: 28

How did Cn1c(Cn2nnc3ccccc32)nnc1SCC(=O)N(C1CCCCC1)C1CCCCC1 do in these assays?
EP2 antag: 10; EP2 mod: 32

What do the screens show for `COc1cc(NC(=O)c2ccc(OC(C)C)cc2)ccc1NC(=O)c1ccco1`?
EP2 antag: 10; EP2 mod: -50

Results for CC(C)(C)NC(=O)CN(Cc1ccccc1Cl)C(=O)c1csnn1 ?
EP2 antag: 7; EP2 mod: -9

Results for O=C(O)/C(=C\c1ccccc1)Cc1ccccc1 ?
EP2 antag: 12; EP2 mod: 12

How did Cc1cc(C)n2nc(C(=O)NC3(c4ccc(F)cc4)CCCC3)cc2n1 do in these assays?
EP2 antag: 8; EP2 mod: -45

How did Cc1sc2ncn(C(C)C(=O)O)c(=O)c2c1-c1ccc(F)cc1 (stereo unspecified) do in these assays?
EP2 antag: 7; EP2 mod: -11

How did CC1CCN(Cc2ccc(N)cc2)CC1 do in these assays?
EP2 antag: 5; EP2 mod: -11

Results for COCC(=O)NCCCn1ccnc1 ?
EP2 antag: 5; EP2 mod: -13

What do the screens show for `O=C(Cc1ccc(Cl)cc1)N1CCc2c(nc(N3CCOCC3)[nH]c2=O)C1`?
EP2 antag: 6; EP2 mod: 4

What do the screens show for `CC1CCCN(C(=O)CSc2nnc3n(Cc4ccc(F)cc4)c4ccccc4n23)C1` (stereo unspecified)?
EP2 antag: 4; EP2 mod: 14

Results for CC(Oc1ccc(Cl)cc1Cl)C(=O)Nc1nnc(C(C)C)s1 (stereo unspecified) ?
EP2 antag: 7; EP2 mod: 10

How did O=C(Nc1ccc2oc(-c3ccc(F)cc3Cl)nc2c1)c1cccnc1 do in these assays?
EP2 antag: 5; EP2 mod: -57

What do the screens show for `CCOc1cc(CN2CCc3c(nc(N4CCCCC4C)[nH]c3=O)C2)ccc1O` (stereo unspecified)?
EP2 antag: 11; EP2 mod: -20

What do the screens show for `COc1ccc(OCc2nnc(SCC(=O)Nc3ncc(C)s3)n2C)cc1`?
EP2 antag: -2; EP2 mod: 1

Results for COc1cc(/C=C2\C=C(c3ccc(Cl)cc3)OC2=O)cc(Cl)c1OC(C)=O ?
EP2 antag: 8; EP2 mod: -62

What do the screens show for `O=C(c1cnn(-c2ccc(F)cc2)c1)N1CCC(OCc2ccccc2)CC1`?
EP2 antag: 7; EP2 mod: -47

How did CC(C)(C)C(=O)COC(=O)c1ccccc1NC(=O)c1ccco1 do in these assays?
EP2 antag: 8; EP2 mod: 26

What do the screens show for `CCCn1c(SCC(=O)Nc2ccc(CC)cc2)nnc1C(C)C`?
EP2 antag: 15; EP2 mod: -15

Results for COc1ccc(NC(=O)COC(=O)C2CC(=O)N(Cc3ccc(C)cc3)C2)cc1 (stereo unspecified) ?
EP2 antag: 7; EP2 mod: -44

What do the screens show for `O=C(CN1CCC(n2nnc3ccccc32)CC1)Nc1cccc(F)c1`?
EP2 antag: 8; EP2 mod: -7

Results for C=C/C=C(\C=C/C)C1(CNC(=O)c2ccccc2OC)CCOCC1 ?
EP2 antag: 15; EP2 mod: 18

Results for CCCc1nnc(NC(=O)CCCOc2ccc(Cl)cc2)s1 ?
EP2 antag: 7; EP2 mod: 0

Results for CCNC(=O)c1ccc(Cl)c(S(=O)(=O)N2CCOCC2)c1 ?
EP2 antag: 13; EP2 mod: -19

From PubChem BioAssay
